Screens (PubChem)
Bcl-XL Bim block = inhibitors of Bim-Bcl-XL binding, primary screen, biochemical, multiplexed, bead flow cytometry, human Bcl-XL. Bim peptide-Bcl-XL binding, fluorescence. inhibition, % at 10 µM. hit rate 0.04% among 190,000
RGS4-Gao reg = modulators of RGS4 binding to Galphao, primary screen, biochemical, multiplexed bead flow cytometry; actives lie on both sides; binding response (% of control), % at 10 µM; hit rate 0.33% among 220,000; in the data active means binding response below about 49% or above about 150%; inactive means in between;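 further: fluorescent Galphao activated with aluminum fluoride binding bead-coupled RGS4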
ABCB1 block = ABCB1 efflux pump inhibitors, primary screen, cell-based, multiplex, flow cytometry, ABCG2 counter-screen; hit rate 0.067% among 190,000; CCRF-Adr cells, JC-1 efflux; inhibition, % at 6.6 µM; in the data active means inhibition above about 40%;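 further: 0% = vehicle and 100% = reference inhibitor; higher value means more JC-1 retained so stronger ABCB1 efflux block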
Target sequence (P08183 whole entry, looked up): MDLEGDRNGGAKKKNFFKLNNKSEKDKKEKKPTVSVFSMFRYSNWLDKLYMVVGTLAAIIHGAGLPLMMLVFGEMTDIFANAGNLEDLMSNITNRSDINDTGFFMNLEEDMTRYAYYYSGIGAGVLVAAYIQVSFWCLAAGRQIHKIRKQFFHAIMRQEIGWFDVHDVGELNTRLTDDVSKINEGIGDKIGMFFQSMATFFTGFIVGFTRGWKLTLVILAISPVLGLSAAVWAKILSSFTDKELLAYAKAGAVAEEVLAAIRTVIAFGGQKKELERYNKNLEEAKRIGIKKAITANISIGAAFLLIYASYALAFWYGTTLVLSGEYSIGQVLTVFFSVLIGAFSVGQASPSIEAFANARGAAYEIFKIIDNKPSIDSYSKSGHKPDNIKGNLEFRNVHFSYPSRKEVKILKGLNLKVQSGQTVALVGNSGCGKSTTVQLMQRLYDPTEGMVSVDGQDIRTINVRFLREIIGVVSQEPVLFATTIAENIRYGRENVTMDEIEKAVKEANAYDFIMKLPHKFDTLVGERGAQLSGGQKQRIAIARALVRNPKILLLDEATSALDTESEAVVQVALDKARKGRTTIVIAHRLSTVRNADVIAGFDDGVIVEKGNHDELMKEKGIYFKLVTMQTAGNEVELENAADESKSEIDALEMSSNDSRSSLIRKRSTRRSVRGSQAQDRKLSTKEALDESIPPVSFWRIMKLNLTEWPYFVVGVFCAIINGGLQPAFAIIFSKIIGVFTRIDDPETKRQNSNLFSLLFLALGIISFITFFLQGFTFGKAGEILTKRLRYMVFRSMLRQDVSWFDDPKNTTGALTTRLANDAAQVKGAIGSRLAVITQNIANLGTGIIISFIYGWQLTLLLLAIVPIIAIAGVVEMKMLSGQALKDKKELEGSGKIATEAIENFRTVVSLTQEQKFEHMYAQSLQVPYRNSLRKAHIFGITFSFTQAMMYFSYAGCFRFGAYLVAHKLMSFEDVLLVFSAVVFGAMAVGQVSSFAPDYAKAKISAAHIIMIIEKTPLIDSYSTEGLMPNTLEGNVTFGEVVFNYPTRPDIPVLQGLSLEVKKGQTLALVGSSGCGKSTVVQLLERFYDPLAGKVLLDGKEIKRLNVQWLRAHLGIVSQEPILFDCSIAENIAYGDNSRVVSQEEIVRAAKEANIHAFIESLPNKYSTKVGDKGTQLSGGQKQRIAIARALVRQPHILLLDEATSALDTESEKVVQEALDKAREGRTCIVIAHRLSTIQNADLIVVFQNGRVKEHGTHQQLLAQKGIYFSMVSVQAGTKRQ
RGS7-Gao reg = RGS7-Galphao binding modulators, primary screen, biochemical, multiplexed bead flow cytometry; Guanine nucleotide-binding protein G(o) subunit alpha (Homo sapiens), P09471; actives lie on both sides; binding response (% of control), % at 10 µM; hit rate 0.35% among 220,000; AID 1439, 2008; in the data active means binding response below about 49% or above about 150%; inconclusive means no clear call, values can overlap the other calls; inactive means in between;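 further: fluorescent Galphao held in activated GDP-AlF4 state binding bead-coupled RGS7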
ABCG2 block = ABCG2 efflux pump inhibitors, primary screen, multiplex with ABCB1, IgMXP3 cells, flow cytometry; JC-1 efflux; inhibition, % at 6.6 µM; hit rate 0.1% among 190,000; AID 1325, 2008;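 active means inhibition above 80%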;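 further: 0% = DMSO and 100% = nicardipine control wells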
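System: two drug-resistant human cell lines, ABCG2 and ABCB1; controls: nicardipine high and DMSO low controls; times: 10 min exposure at 25 °C with rotation, no wash; detection: flow cytometry of retained JC-1 fluorescence; read-out basis: percent efflux inhibition, scaled nicardipine 100% to DMSO 0%; doses: one concentration, 6.6 µM final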
Bcl-W Bim block = inhibitors of Bim binding to Bcl-W, primary screen, biochemical, multiplexed, bead-based flow cytometry; Bim peptide-Bcl-W binding; hit rate 0.02% among 190,000; inhibition, % at 10 µM; Bcl-2-like protein 2 (Homo sapiens), Q92843;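 further: 0% = bound tracer without compound and 100% = peptide blocker; higher means less fluorescent Bim peptide bound to Bcl-W beads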
RGS8-Gao = RGS8-Galphao binding modulators, primary screen, biochemical, multiplexed bead flow cytometry. Guanine nucleotide-binding protein G(o) subunit alpha (Homo sapiens), P09471. actives lie on both sides. response (percent of control binding), % at 10 µM. hit rate 0.34% among 220,000. AID 1423, 2008; in the data active means response below about 60% or above about 140%; inactive means in between;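 further: Galphao activated as the GDP aluminium fluoride complex binding bead-coupled RGS8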
Mcl-1 Bim block = inhibitors of Bim peptide binding to Mcl-1, primary screen, biochemical, bead-based flow cytometry, multiplex; Bim peptide-Mcl-1 binding; inhibition, % at 10 µM; hit rate 0.1% among 190,000; AID 1009, 2008;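 further: 0% = no compound tracer wells and 100% = peptide blocker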
Bcl-B Bim block = inhibitors of Bim-Bcl-B binding, primary screen, biochemical, multiplexed, human Bcl-2 family. inhibition, % at 10 µM. hit rate 0.073% among 190,000. bead-based flow cytometry, Bim peptide-Bcl-B binding;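 further: 0% = tracer peptide without compound and 100% = reference inhibitor peptide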
Bcl-2 Bim block = inhibitors of Bim-Bcl-2 binding, primary screen, biochemical, multiplexed, human Bcl-2 family; Bead-based flow cytometry, Bim peptide-Bcl-2 binding; hit rate 0.06% among 190,000; Apoptosis regulator Bcl-2 (Homo sapiens), P10415; inhibition, % at 10 µM; AID 950, 2007; in the data active means inhibition above about 40%; inconclusive means no clear call, values can overlap the other calls;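 further: 0% = no compound wells with probe peptide and 100% = reference peptide inhibitor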
Bfl-1 Bim block = inhibitors of Bim binding to Bfl-1, primary screen, biochemical, multiplexed, bead-based flow cytometry | inhibition, % at 10 µM | AID 1008, 2008 | Bcl-2-related protein A1 (Homo sapiens), Q16548 | Bim-Bfl-1 binding inhibition | hit rate 0.12% among 190,000;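 further: 0% = wells without compound plus tracer and 100% = blocker peptide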
Numbers without * were called inactive; ? = inconclusive. Unless noted, no stated cut-off is given here; in the data, active means inhibition above about 40%.

structure	Bcl-XL Bim block	RGS4-Gao reg	ABCB1 block	RGS7-Gao reg	ABCG2 block	Bcl-W Bim block	RGS8-Gao	Mcl-1 Bim block	Bcl-B Bim block	Bcl-2 Bim block	Bfl-1 Bim block
CCOc1ccc(Nc2cc(C)nc(N3CCOCC3)n2)cc1	-1	101	0.3	100	1	0	101	0	0	0	-1
Cc1ccc(S(=O)(=O)NC(=O)NCc2ccc(F)cc2)cc1	1	102	0.0	102	-2	5	101	1	0	4	-2
CCN(CC)CCC(C)OC(=O)c1ccc(O)cc1O (stereo unspecified)	0	102	0.7	102	4	-1	102	-1	-4	-2	-7
COc1ccccc1-n1c(=O)c2c3c(sc2n2c(SC(C)C)nnc12)CCC3	-9	115	-0.5	113	-4	-6	108	-3	-4	-4	-5
COc1ccc(/C=N/N=C2/NC(=O)C(CC(=O)O)S2)cc1OCc1ccccc1Cl (stereo unspecified)	-3	97	-0.8	97	-6	-1	100	0	-10	-4	-11
COc1cc(NS(=O)(=O)c2ccc(NC(=O)CN3C(=O)c4ccccc4C3=O)cc2)nc(OC)n1	-3	109	0.4	116	1	-4	107	-4	-3	-4	-3
OC(COc1ccc(OCc2ccccc2)cc1)CN1CCCCC1 (stereo unspecified)	4	104	0.5	99	1	0	103	0	-8	-12	-13
Cc1ccc(O)c(-c2cc(-c3cccc(F)c3)n[nH]2)c1	1	96	0.1	95	5	1	84	0	2	-1	0

Results in Bfl-1 Bim block, for three of the compounds above:
mol	Bfl-1 Bim block
CCOc1ccc(Nc2cc(C)nc(N3CCOCC3)n2)cc1	-1
Cc1ccc(S(=O)(=O)NC(=O)NCc2ccc(F)cc2)cc1	-2
CCN(CC)CCC(C)OC(=O)c1ccc(O)cc1O (stereo unspecified)	-7

Continued.
structure	Bcl-XL Bim block	RGS4-Gao reg	ABCB1 block	RGS7-Gao reg	ABCG2 block	Bcl-W Bim block	RGS8-Gao	Mcl-1 Bim block	Bcl-B Bim block	Bcl-2 Bim block	Bfl-1 Bim block
COc1ccc(OC)c(NC(=O)c2ccc(OC3CSC3)cc2)c1	-1	99	1.0	102	14	-2	98	-1	-6	0	0
O=C(Nc1nc2nccc(-c3ccccc3)n2n1)c1ccc(F)cc1	-2	100	0.3	102	7	-3	100	0	-3	-1	-7
CC(C)Oc1cccc(C(=O)O)c1	0	100	0.5	100	1	0	99	1	0	1	-1
Brc1ccc(-c2ccc(/C=N/Nc3nc(N4CCOCC4)nc(N4CCOCC4)n3)o2)cc1	1	98	1.2	96	5	2	93	-2	0	-1	5
COc1ccc(S(=O)(=O)N2CCCC(C(F)(F)F)C2)cc1 (stereo unspecified)	0	104	0.7	103	2	-2	101	-2	-5	-1	-7
Cc1cc(/C=N/NC(N)=O)c(C)c(CO)c1	-1	104	1.5	103	5	-2	102	-1	0	-1	-1
Cc1c(-c2ccccc2)n[nH]c1C(=O)NN	-2	99	0.0	98	0	-1	99	0	-1	-3	-5
O=C1CCCC(=NCc2ccco2)C1	0	97	0.9	99	2	3	102	0	-7	-6	-11
Cc1cc(C(F)(F)F)c(C#N)c(SCC(=O)Nc2nc3cc(Br)ccc3s2)n1	-7	100	-0.8	99	-3	-5	101	-19	-12	-5	-17
CCOc1ccc(OCCSc2nnnn2C2CCCCC2)cc1	1	107	0.0	115	0	0	127	-1	0	3	-3
CN1CCC(=NNC(=O)C(=O)NC(C)(C)C)CC1	-3	98	0.1	103	1	-1	100	-3	-1	-2	-1
CC(C)C(=O)NCCn1ccc2ccccc21	-2	106	0.1	107	1	1	103	3	-4	-2	-8
CCOC(=O)C1CCCN(c2c(NCCCN3CCCC(C)C3)c(=O)c2=O)C1 (stereo unspecified)	-4	98	-2.1	102	-3	0	103	-2	-4	-6	-12
Cc1cccc2c3c([nH]c12)C(=O)CC(C)(C)S3	-4	99	0.2	96	1	-2	102	-2	-3	-3	-8
O=C1c2ccncc2C(=O)N1c1cccc(Cl)c1	-4	98	0.8	97	7	-2	100	-1	0	-1	0
Cc1c(N=NC2=C(O)CC(C)(C)CC2=O)c(=O)n(-c2ccccc2)n1C	-1	104	0.4	106	0	0	103	-1	-1	0	-7

Two of the compounds above, as labelled records.
> Cc1ccc(O)c(-c2cc(-c3cccc(F)c3)n[nH]2)c1
- Bcl-XL Bim block: 1
- RGS4-Gao reg: 96
- ABCB1 block: 0.1
- RGS7-Gao reg: 95
- ABCG2 block: 5
- Bcl-W Bim block: 1
- RGS8-Gao: 84
- Mcl-1 Bim block: 0
- Bcl-B Bim block: 2
- Bcl-2 Bim block: -1
- Bfl-1 Bim block: 0

> COc1ccc(OC)c(NC(=O)c2ccc(OC3CSC3)cc2)c1
- Bcl-XL Bim block: -1
- RGS4-Gao reg: 99
- ABCB1 block: 1.0
- RGS7-Gao reg: 102
- ABCG2 block: 14
- Bcl-W Bim block: -2
- RGS8-Gao: 98
- Mcl-1 Bim block: -1
- Bcl-B Bim block: -6
- Bcl-2 Bim block: 0
- Bfl-1 Bim block: 0

Continued.
structure	Bcl-XL Bim block	RGS4-Gao reg	ABCB1 block	RGS7-Gao reg	ABCG2 block	Bcl-W Bim block	RGS8-Gao	Mcl-1 Bim block	Bcl-B Bim block	Bcl-2 Bim block	Bfl-1 Bim block
CCCC(=O)NC(C)C(c1cccs1)N1CCN(C)CC1 (stereo unspecified)	-10	97	-0.2	100	-1	-1	100	-4	-11	-6	-17
CCN1C(=O)C(C(=O)NC(C)c2ccccc2)C2CC1(C)Oc1ccccc12 (stereo unspecified)	-4	103	1.2	104	2	-2	106	0	-3	0	-1
O=C(C1CCN(S(=O)(=O)N2CCOCC2)CC1)N1CCN(c2ccccc2)CC1	-2	101	0.3	102	1	0	106	0	0	1	0
COCCN1C=C(C(=O)OC)C(c2ccc(Cl)cc2)C(C(=O)OC)=C1	-1	101	0.2	99	0	3	99	0	-2	0	1
CCc1cccc(NC(=O)c2ccc(NS(=O)(=O)c3c(C)noc3C)cc2)c1	-5	101	1.1	96	22	-3	100	-4	-5	-14	-19
NC(=O)CC(O)c1cccc(Cl)c1 (stereo unspecified)	-2	102	0.3	103	4	-2	101	-1	-1	0	-2
O=S(=O)(NCC1NCCc2ccccc21)c1ccccc1 (stereo unspecified)	-4	104	0.8	105	1	-1	105	0	-4	-10	-10
CCSc1nnc(NC(=O)c2cc(C)on2)s1	-4	100	0.6	97	6	0	99	1	-9	-4	-10
O=C(Cc1ccc(F)cc1)Nc1ccccc1Sc1ccccc1	-8	101	0.8	100	-1	-1	100	-4	-4	-5	-1
CCCCCCS(=O)[C@H]1CS(=O)(=O)C[C@@H]1S(=O)CCCCCC (stereo partly specified)	0	99	0.4	102	2	0	98	2	-1	-3	0
CC(=O)Nc1ccc(NC(=O)C(C)OC(=O)CNC(=O)c2sc3ccccc3c2Cl)cc1 (stereo unspecified)	-5	99	-0.4	99	48	-5	100	-8	-8	-7	-8
CCC(=O)NCCc1nc2cc(NC(=O)c3cccs3)ccc2n1C	-2	100	0.2	97	1	-7	103	-6	-5	-1	-2
O=C(CSc1nnc(COc2ccccc2)n1-c1ccccc1)c1cccs1	-6	96	2.8	97	24	0	99	0	-9	-7	-12
CCOC(=O)c1snc(C(=O)NC2CCCCC2)c1N	0	100	0.7	103	7	-3	92	1	-2	-1	-3
CC(C)(C)C(=O)NC(=S)NNC(=O)c1ccncc1	-4	103	0.6	103	15	0	102	-4	-33	-1	1
CC(C)OCCCNC(=O)CN1C(=O)/C(=C/c2ccccc2)Sc2ccccc21	-1	99	0.6	98	4	2	101	1	0	1	2
COc1ccc(C(=O)NCCn2cc(SCC(=O)NCc3ccco3)c3ccccc32)cc1	0	101	0.4	100	5	2	102	-2	0	-2	-2
N#Cc1ccc(Oc2ccc(/C=N/O)cn2)cc1	-19	115	0.8	108	7	-1	104	-5	-7	-10	-10
Nc1ccc2nc(-c3ccc(Cl)cc3)[nH]c2c1	-5	99	-0.5	103	-2	-1	100	0	-5	-4	-7
C=CCn1c(SCc2c(C)noc2C)nc2cc(C(=O)O)ccc2c1=O	-2	98	0.0	101	0	-5	101	0	-2	-4	-1
COc1ccc(C(=O)c2ccccc2Cl)cc1	-11	100	1.9	99	15	-7	102	-11	-10	-13	-21
CCc1ccc(OC(C)c2nnc(SCC(=O)Nc3ncccc3C)n2C)cc1 (stereo unspecified)	-4	111	-0.2	103	0	-6	126	-11	-12	-14	-8
O=C(NCc1cccs1)c1cccnc1Cl	-4	102	0.1	103	2	1	101	2	-10	-21	-9
CCCOc1ccc(OCCSc2ncccn2)cc1	0	97	0.6	97	9	-2	100	0	-2	1	-5
COCCNC(=O)c1ccc(C(=O)C(=O)c2ccccc2)cc1	-5	105	-0.2	104	0	-3	106	-7	-9	1	-1
COc1cccc(C2C=C(c3cccs3)Nc3ncnn32)c1OC (stereo unspecified)	-1	111	-0.1	109	0	2	106	4	-5	-1	-6
Cc1ccc(C(=O)COc2ccccc2N2C(=O)c3ccccc3C2=O)cc1	-10	99	-0.1	96	-1	-7	98	-5	-11	-6	-19
CC1C=CCC2C(=O)N(c3ccc(OC(=O)c4ccco4)cc3)C(=O)C12 (stereo unspecified)	2	105	0.2	?	2	0	103	2	-3	-2	-6
NS(=O)(=O)c1cccc(NC(=O)CCS(=O)(=O)c2ccc(Cl)cc2)c1	1	103	0.5	105	1	0	104	2	-1	-4	-4
CCOC(=O)c1ccc(CSc2ncn[nH]2)o1	-16	103	0.4	99	4	-3	99	-7	-13	-12	-12
Cc1nc(NS(=O)(=O)c2ccccc2C)c2c3c(sc2n1)CCC3	-3	103	0.4	104	-1	-2	98	-5	-2	-3	-2
C/C(=N/NC(=O)OC(C)(C)C)c1ccco1	-6	105	0.1	98	0	-3	102	1	-8	-8	-20
CCOc1ccc(C(=O)OCCN(C)C)cc1	3	104	0.6	99	2	1	105	1	-2	1	0
O=C1CC(=O)N(CCc2ccccc2)C(=O)N1CCc1ccccc1	-4	103	-0.6	99	-2	1	103	0	-8	-10	-9
O=C(CSc1nccn1-c1cccc(Cl)c1)NO	-2	104	0.2	106	0	0	104	0	-6	-2	-4
O=C(C1CCC1)N(CCc1ccccc1)Cc1nc2ccccc2c(=O)[nH]1	-10	89	-1.6	87	0	0	94	-1	-4	-8	-13
CCCOc1cccc(C2/C(=C(/O)c3ccc(F)cc3)C(=O)C(=O)N2CCN(C)C)c1 (stereo unspecified)	-1	105	-0.5	104	-6	-2	114	-5	-1	-4	-3
O=C1NC(=O)C2(COC(c3ccncc3)OC2)S1 (stereo unspecified)	-2	96	0.8	93	10	-2	82	-1	-4	-7	-7
CN(C)S(=O)(=O)c1ccc(C(=O)NC(=O)CSc2ccccc2)cc1	-4	104	0.3	104	7	-5	103	-3	-10	-6	-17
O=c1[nH][nH]c(C(F)(F)F)c1C=NCc1ccccc1Cl	-3	90	0.6	95	2	2	98	-5	-6	-8	-9
CN(C)c1ccc(N/C=C/C(=O)c2ccco2)cc1	-9	94	1.5	89	21	-6	93	-8	0	-11	-6
COc1ccc(OC)c(S(=O)(=O)Nc2ccc(C(N)=O)cc2)c1	-3	98	0.5	97	2	-1	101	-2	-2	-4	-3
